Screens: PubChem BioAssay, several laboratories
C-LANA FP = inhibitors of KSHV LANA C-terminal domain DNA binding; MBP-C-LANA/FAM-LBS DNA binding, fluorescence polarization; inhibition, % at 9 µM; hit rate 0.078% among 340,000;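 active = highest replicate inhibition at or above 60% at 9 µM, even if other replicates fall short; inactive = all replicates below 60% inhibition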;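 also: 0% = neutral control wells and 100% = 4 µM acridine orange control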
PKA-R2B act = PKA-R2B complex activation; P22694+P31323; PKA-R2B holoenzyme dissociation, Cy5-IP20 fluorescence polarization; R2B truncated from residue 108, S112A mutant; 0% DMSO only, 100% 113 µM cGMP; activation, % at 11.4 µM; hit rate 0.079% among 340,000; AID 504700;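 active = activation above a cutoff set at the mean over all compounds plus 3 SD, cut at about 18% in these data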;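 also: higher means more holoenzyme dissociation and a rise in polarization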
DAGLB inhibitor = diacylglycerol lipase beta (human) inhibition; Q8NCG7; hit rate 0.059% among 340,000; HEK293T DAGLB membrane lysate, EnzChek fluorogenic substrate; inhibition, % at 5.17 µM; in the data active = inhibition above about 34%;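 also: 0% = enzyme with vehicle and 100% = wells lacking enzyme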
CAL PDZ FP-1 = inhibitors of human CAL PDZ peptide binding | Q9HD26 | purified CAL PDZ, TMR-peptide fluorescence polarization, 1 h | inhibition, % at 20 µM | hit rate 0.02% among 330,000 | AID 504414;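 active = highest replicate inhibition of at least 40%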;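 also: plate controls were DMSO neutral control wells for no effect and unlabeled competitor peptide control wells for full effect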
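Assay system – tagged CAL PDZ protein CerCALP, purified · Timing – 1 h at RT · Compound – single point, 20 µM · Measured by – fluorescence polarization from S- and P-plane intensities, G-factor corrected · Evaluation – inhibition from polarization loss · Probe or stimulus – TMR reporter peptide T*-PRC34 · Buffer or medium – pH 7.4 phosphate-saline buffer, reducing agent, detergent, IgG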
cardiac RTF act = cardiac RTF calcium sensitization. IANBD-labeled TnC RTF fluorescence at EC20 calcium; 0% EC20 calcium, 100% full calcium. activation, % at 7.2 µM. hit rate 0.24% among 340,000. AID 493008;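 active = activation above the mean over all tested compounds plus 3 SD, cut at about 30% in these data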;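 also: rise in fluorescence read as greater calcium sensitivity of cardiac thin filaments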
Rtt109 Vps75 = inhibitors of Candida albicans Rtt109/Vps75 histone acetyltransferase; Q5AAJ8; hit rate 0.16% among 330,000; inhibition, % at 34.9 µM; purified Rtt109/Vps75, ThioGlo CoA-SH fluorescence, 4 h;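 active = inhibition of at least 50% in every replicate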
Target sequence (Q5AAJ8 whole entry, looked up): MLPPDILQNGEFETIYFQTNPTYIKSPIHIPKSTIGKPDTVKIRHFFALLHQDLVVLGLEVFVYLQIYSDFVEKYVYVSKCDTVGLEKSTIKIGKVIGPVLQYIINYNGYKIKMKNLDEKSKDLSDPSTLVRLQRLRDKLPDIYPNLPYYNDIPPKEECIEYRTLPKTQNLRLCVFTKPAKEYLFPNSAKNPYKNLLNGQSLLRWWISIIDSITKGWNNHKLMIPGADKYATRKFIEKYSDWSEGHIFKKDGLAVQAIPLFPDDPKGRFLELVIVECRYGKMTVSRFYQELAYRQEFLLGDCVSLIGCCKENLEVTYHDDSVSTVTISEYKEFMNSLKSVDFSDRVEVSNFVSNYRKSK
Cardiac RTF inh = cardiac RTF calcium desensitization; IANBD-labeled cardiac RTF, Ca2+ fluorescence; inhibition, % at 7.15 µM; hit rate 0.12% among 340,000;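 active = inhibition above the mean inhibition of all tested compounds plus 3 SD, cut at about 17% in these data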;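 also: assay run at fixed EC70 calcium of 1.6 mM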
CAL PDZ FP-2 = inhibitors of human CAL PDZ peptide binding; hit rate 0.92% among 300,000; inhibition, % at 24.9 µM; Q9HD26; purified CAL PDZ, TMR-peptide fluorescence polarization, 1 h; AID 602252;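 active = mean inhibition of at least 30% with at least half of replicates also reaching 30%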;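 also: 0% = DMSO neutral control and 100% = excess unlabeled competitor peptide PRC23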
SR-BI DiI-HDL act = enhances SR-BI lipid uptake from DiI-HDL; hit rate 0.096% among 320,000; activation, % at 12.5 µM; CHO ldlA[mSR-BI] cells, DiI-HDL uptake fluorescence, 3 h; 100 = double the neutral-control signal;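 active = mean replicate activation of at least 60% and every replicate at or above 60%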;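 also: 0% = median plate neutral-control signal and 100% = twice that signal; values of inactives mirror those of a sister screen read the other way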
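Test system: SR-BI-overexpressing, LDLR-lacking CHO cells; Also added: labelled HDL, 10 µg/mL; Measured by: bottom-read cell fluorescence after medium removal, ex 550/em 595 nm; Timing: 3 h uptake period with compound, 37 °C; Buffer or medium: F12, 0.5% BSA, 25 mM HEPES; Doses: single compound concentration, delivered by pin transfer.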
Keap1 Nrf2 FP = Keap1-Nrf2 (human) interaction inhibition. Keap1 Kelch-Nrf2 peptide fluorescence polarization, 1536-well. inhibition, % at 9.4 µM. hit rate 0.15% among 340,000; in the data active = inhibition above about 12%;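 also: human Keap1 Kelch domain with fluorescein labeled Nrf2 9mer peptide probe; 0% = neutral control wells and 100% = peptide positive control; higher means more block of Keap1 binding to Nrf2 peptide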
Target sequence (Q14145 whole entry, looked up, the tested form may be a part): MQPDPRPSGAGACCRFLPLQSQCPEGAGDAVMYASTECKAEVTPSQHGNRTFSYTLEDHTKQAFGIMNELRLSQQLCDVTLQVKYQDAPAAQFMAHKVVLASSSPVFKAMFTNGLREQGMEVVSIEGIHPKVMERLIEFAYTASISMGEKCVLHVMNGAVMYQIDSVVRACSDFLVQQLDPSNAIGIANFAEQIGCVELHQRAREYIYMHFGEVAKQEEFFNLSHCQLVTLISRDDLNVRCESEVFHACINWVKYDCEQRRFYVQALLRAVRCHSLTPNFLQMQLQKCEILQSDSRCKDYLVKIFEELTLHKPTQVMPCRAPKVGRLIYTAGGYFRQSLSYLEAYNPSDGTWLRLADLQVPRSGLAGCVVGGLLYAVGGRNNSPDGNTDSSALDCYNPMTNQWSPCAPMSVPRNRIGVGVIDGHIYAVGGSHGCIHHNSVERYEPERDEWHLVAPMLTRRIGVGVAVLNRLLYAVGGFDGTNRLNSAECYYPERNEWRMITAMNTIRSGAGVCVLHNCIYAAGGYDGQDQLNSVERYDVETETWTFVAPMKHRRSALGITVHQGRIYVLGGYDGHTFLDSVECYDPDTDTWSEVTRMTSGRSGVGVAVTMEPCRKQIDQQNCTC
Active calls of the source: *; x = no result given.

Values run as follows: CAL PDZ FP-2	SR-BI DiI-HDL act	CAL PDZ FP-1	Rtt109 Vps75	Keap1 Nrf2 FP	PKA-R2B act	Cardiac RTF inh	cardiac RTF act	C-LANA FP	DAGLB inhibitor
CC(/C=N/O)Cc1ccc2c(c1)OCO2 (centres undefined)
 : -2	-5	-0.4	-7	1	4	5	3	0.4	-4
CCOc1nc(C)ccc1-c1noc(C)n1
 : -4	20	-0.6	-6	-3	-1	0	-3	-0.6	-1
COc1cc(C(=O)OCC(=O)N2CCCCCC2)c([N+](=O)[O-])cc1OC
 : x	-4	-0.2	4	-5	6	0	-3	0.7	-1
COc1ccccc1NC(=O)Cc1csc(NC(=S)Nc2ccccc2)n1
 : x	-20	-1.9	11	-4	4	4	-2	-1.3	4
Cc1cc(=O)n2c(nc3ccccc32)[nH]1
 : 1	26	-1.9	-3	2	-8	1	-3	0.9	7
COc1ccccc1-c1nnc(SC(C)C(=O)O)n1-c1ccccc1 (centres undefined)
 : 1	20	-2.6	-7	-2	-7	2	1	1.5	-1
O=C(NN1C(=O)C2C3C=CC(O3)C2C1=O)c1ccccc1 (centres undefined)
 : x	3	-0.7	5	-3	-3	2	1	-0.5	-3
C=C(C)CNC(=S)N=Nc1c(O)[nH]c2ccc([N+](=O)[O-])cc12
 : 5	-49	-2.8	-5	-3	3	0	4	-1.2	1
O=C(O)c1ccc(-c2nc(-c3ccccc3)c(-c3ccccc3)[nH]2)cc1
 : -3	-2	-0.2	-5	-3	-10	-10	-4	-0.7	6
COC(=O)CSc1nc2ccc(C)cc2[nH]1
 : 0	-27	0.2	7	2	1	-4	-1	-3.6	-4
Cc1cc(C(=O)CSc2nnc(NCc3ccccc3)s2)c(C)n1C
 : -12	-25	x	-2	1	0	-4	4	0.5	4
CN(C(=O)c1ccc2c(=O)n3c(nc2c1)CCCCC3)c1ccccc1Cl
 : 0	x	-3.6	-5	-1	1	-2	-2	-0.6	-1
CCC1CCCCN1CCCNC(=O)CCC(=O)N1CCOc2ccccc21 (centres undefined)
 : x	4	0.5	0	-2	-10	-5	-6	-0.1	3
CCN(CC)Cc1cc(CCNC(=O)c2ccc(Cl)cc2)ccc1O
 : -4	27	-0.3	-6	-7	-3	0	-3	-1.2	1
N#Cc1ccccc1S(=O)(=O)N1CCN(Cc2c(O)ccc3ccccc23)CC1
 : x	-22	-1.0	5	-7	0	2	-1	0.4	-2

(next part)
Values run as follows: CAL PDZ FP-2	SR-BI DiI-HDL act	CAL PDZ FP-1	Rtt109 Vps75	Keap1 Nrf2 FP	PKA-R2B act	Cardiac RTF inh	cardiac RTF act	C-LANA FP	DAGLB inhibitor
Cc1cc(NC(=O)CSc2nc3c(cc2C#N)CCC3)no1
 : x	-10	-0.5	-5	-3	-1	-33	-2	1.4	-4
CC(C)c1nc(SCC(=O)Nc2ccc(N(C)C)cc2)c2ccccc2n1
 : -4	-42	-0.6	-1	-1	-8	4	-4	2.6	-17
CC(=O)c1ccc(NC(=O)c2ccc(COc3ccccc3[N+](=O)[O-])o2)cc1
 : 15	-16	-0.5	2	6	11	-8	-4	0.4	-4
C[n+]1ccccc1/C=C/c1ccc([N+](=O)[O-])cc1
 : -5	-4	-0.1	-2	-1	5	2	-9	-2.9	-2
COc1ccc(-c2cc(-c3ccccc3)nc(NN)n2)cc1OC
 : -2	-16	-13	4	1	1	3	-3	-0.7	-4
Cc1cccc(N2CC(C(=O)Nc3ccc(S(=O)(=O)N4CCOCC4)cc3)CC2=O)c1C (centres undefined)
 : -6	5	-0.5	12	0	10	-4	-6	1.4	0
NC(=O)C1CCN(C2=C(NS(=O)(=O)c3ccccc3)C(=O)c3ccccc3C2=O)CC1
 : 0	x	-1.9	7	-1	2	-2	1	-1.1	4
Cc1ccccc1C(=O)Nc1c(C)[nH]c(=O)[nH]c1=O
 : -2	12	-0.8	-2	-2	-8	-4	-6	0.9	0
CN(c1ncc(C(F)(F)F)cc1Cl)N1C(=O)C2ONC3(C(=O)CC(C)(C)CC3=O)C2C1=O (centres undefined)
 : -1	-3	-0.4	4	-5	-8	3	10	3.0	5
CC(O)c1nc2ccccc2n1CCOc1ccccc1 (centres undefined)
 : 0	-6	-0.3	-3	2	-4	-6	-2	0.6	2
CCOC(=O)CNC(=O)c1sc2nc(C)cc(C)c2c1N
 : -1	3	-2.3	6	-2	0	6	8	-0.5	0
CCN(CC)S(=O)(=O)c1cccc(C(=O)NNC(=O)c2ccc3[nH]c(=O)c(=O)[nH]c3c2)c1
 : -2	18	-1.9	-3	4	-4	0	0	1.0	0
C=CCOc1cccc(/C=N/NC(=O)C(OC)c2ccccc2)c1 (centres undefined)
 : -10	-6	15	1	-1	4	1	2	-0.1	1
O=C(Nc1cccc(F)c1)Nc1ccnn1C1CCN(C(=O)CCN2CCCO2)CC1
 : 2	16	-0.6	2	-2	-4	0	3	0.2	-1
CN1CCN(C(=O)c2ccc(-n3cccc3)cc2)CC1
 : -5	2	-0.7	1	3	4	3	3	-0.3	-1

Further structures follow:
Values run as follows: CAL PDZ FP-2	SR-BI DiI-HDL act	CAL PDZ FP-1	Rtt109 Vps75	Keap1 Nrf2 FP	PKA-R2B act	Cardiac RTF inh	cardiac RTF act	C-LANA FP	DAGLB inhibitor
Cc1ccc(OCC(=O)N/N=C/c2cn(Cc3ccccc3)c3ccccc23)cc1
 : 6	-15	-1.8	4	1	4	10	3	-0.2	2
CC(=O)NCCn1c(SCc2cc(=O)n3cc(Cl)ccc3n2)nc2ccccc2c1=O
 : 1	17	-0.4	11	-3	4	1	-4	0.9	1
O=C1CCCC/C=C\C[C@H](CC(=O)N(CCO)Cc2ccccc2)C(=O)N[C@@H](c2ccccc2)CO1
 : -5	9	-0.6	-3	3	-5	-6	0	-2.3	1
CCCc1c(C)c2cccc(C)c2[nH]c1=O
 : -6	1	x	4	-1	0	3	-1	-0.5	-1
COc1ccc(N(Cc2cc3cc(OC)ccc3[nH]c2=O)S(C)(=O)=O)cc1
 : 2	35	-2.5	3	-4	4	9	0	-2.1	0
CC1(c2cccc(Br)c2)NC(=O)NC1=O (centres undefined)
 : 0	x	-4.3	2	-2	12	-4	21	0.8	1
CCCCCCc1nc2c(=O)[nH]c3ccccc3c2o1
 : -1	-2	-2.6	-6	3	3	2	1	-0.2	1
Cc1oc2ccc(OCc3ccccc3Cl)cc2c1C(=O)O
 : -4	21	-1.7	3	6	14	0	-3	-7.0	6
CCCSc1nc2c(cnn2-c2ccc(C)c(C)c2)c(=O)[nH]1
 : -3	-8	0.2	-1	0	-13	-3	9	0.1	0
CN(Cc1cccnc1)C(=O)Cc1ccc(NS(=O)(=O)c2cccc(C(F)(F)F)c2)cc1
 : -2	12	-2.1	-3	0	-8	-4	-4	-0.9	2
CCN(Cc1ccccc1)C(=O)Cn1c(=O)oc2ccccc21
 : -3	0	-0.3	-12	-2	-1	-10	11	-0.5	-5
CS(=O)(=O)Nc1nnc(SCC(=O)N(c2ccccc2)c2ccccc2)s1
 : 1	14	0.4	-6	0	3	3	0	-0.1	1
c1ccc(CSc2ccc(-c3ccco3)nn2)cc1
 : -1	13	-3.1	1	-3	-1	14	-2	1.0	-16
CN(C)C(=S)Nc1ccc2c(c1)OCO2
 : -1	3	-0.2	-9	2	-1	-12	-1	-1.8	-3
CCOc1ccc(S(=O)(=O)NC2CCCCC2C)cc1 (centres undefined)
 : -3	2	0.0	-3	-5	-8	11	0	1.2	-7

(listing goes on)
Values run as follows: CAL PDZ FP-2	SR-BI DiI-HDL act	CAL PDZ FP-1	Rtt109 Vps75	Keap1 Nrf2 FP	PKA-R2B act	Cardiac RTF inh	cardiac RTF act	C-LANA FP	DAGLB inhibitor
CCN(CC)c1nc(-c2ccccc2)nc2ccccc12
 : 1	-29	-0.6	5	1	4	-8	3	-1.8	-11
CC1(C)C2CCC1(C)C(OCCNCCOC(=O)Nc1ccccc1)C2 (centres undefined)
 : -1	27	-3.7	-9	-4	-3	5	4	0.2	-2
COc1ccccc1CNC(=O)C1CCCN(S(C)(=O)=O)C1 (centres undefined)
 : -10	26	-3.2	-7	-6	-3	-8	4	0.0	0
O=C(Cn1nnc(-c2ccccc2)n1)N1CCN(S(=O)(=O)c2ccc(Cl)cc2)CC1
 : 5	13	-0.3	15	-3	5	4	1	-0.2	-3
CN1C(=O)/C(=C2\SC(=S)N(NC(=O)c3cccnc3)C2=O)c2ccccc21
 : -2	-13	1.3	x	-3	4	-2	-6	1.7	-4
CCOC(=O)C1CCCN(C(=O)Cn2ncc3c([nH]c4ccccc43)c2=O)C1 (centres undefined)
 : 0	5	-2.8	6	-2	-10	-3	3	3.6	3
COC(=O)c1cc(C(=O)OC)cc(N2C(=O)CC(NNC(=O)c3ccccc3Cl)C2=O)c1 (centres undefined)
 : -2	-6	0.1	13	1	-5	5	-3	-1.4	0
CCOc1ccc(N(CC(=O)N2CCC(Cc3ccccc3)CC2)S(C)(=O)=O)cc1
 : -2	16	-1.0	8	3	-2	3	5	-2.3	-4
COc1ccc(OC)c(NC(=O)Cn2c(-c3ccc(Cl)cc3)noc2=O)c1
 : x	-21	-1.0	-6	-3	-2	-1	-5	0.0	-7
COc1ccc(C(=O)Nc2c3c(nn2-c2cccc(Cl)c2)CS(=O)C3)cc1 (centres undefined)
 : -3	21	-2.2	x	-2	-5	-3	-4	1.9	2
O=C(COC(=O)c1cncc(Br)c1)NCc1ccccc1
 : -6	12	-0.5	-6	-4	-3	3	-1	0.5	-1
